ERK EGF block = qHTS Assay for Inhibitors of the ERK Signaling Pathway using a Homogeneous Screening Assay; Stimulation with EGF. HEK293-V1b, EGF-stimulated phospho-ERK AlphaScreen. Potency, µM (top dose mostly 11.5 µM), without a hit: at the top dose activity change, negative = inhibition, usual class: inhibitors. 130,000 tested, 0.41% active; active = well fitted inhibition curve with a large enough effect; inconclusive = small, poorly fitted or top-dose-only effect, or effect the other way;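 also: plate controls were stimulated vehicle wells for no effect and unstimulated vehicle basal for full effect; nearly all actives have a fitted effect of over 55% in size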
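Compounds are titrated over HEK293-V1b cells kept overnight in 1% FBS. After 30 min at 37C, EGF (25 nM final) triggers ERK phosphorylation for 5 min, measured by AlphaScreen in lysates.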
* marks the source's active call; other numbers are inactive results; ? = inconclusive; [ ] = dose if it differs, or a comment. Potency is read from the fitted curve at half-maximal effect. The list is partial. The share of hits here may be higher or lower than overall.

SMILES	ERK EGF block
O=c1c2cnn(-c3ccccc3)c2ncn1Cc1ccccc1F	-16%
CCCNC(=O)NC(=O)COc1ccc(-c2ccc(C#N)cc2)cc1	-3%
Cc1cccc(N2CCN(C(=O)c3cc(=O)[nH]c4ccccc34)CC2)c1C	3%
O=C(CN1C(=O)C2CC=CCC2C1=O)Nc1ccc(S(=O)(=O)Nc2nccs2)cc1 (stereo not drawn)	3%[57.5 µM]
COc1ccc2cc(C(=O)C3CCCN(C(=O)c4ccnn4C)C3)ccc2c1 (stereo not drawn)	-4%[57.5 µM]
CCN(CC)C(=O)c1cn(CCC#N)nc1-c1ccc(F)cc1	-5%
NC(N)=NCCC[C@H](NC(=O)CC1(CC(=O)N2CCN(C3c4ccccc4NC(=O)c4ccccc43)CC2)CCCC1)C(=O)NCCn1c(=O)n(-c2ccccc2)n(-c2ccccc2)c1=O (stereo partly drawn)	2%
O=C(Nc1ccccc1)c1ccc(=O)n(Cc2ccc(F)c(F)c2)c1	8%
O=C(CCc1ccc(S(=O)(=O)NCCc2ccccc2)cc1)NCc1ccco1	3%
CCN(CC)C(=O)c1cccc(C)c1	27%
CCOc1ccc2nc(SC3CC(=O)N(c4ccc(OC)cc4OC)C3=O)sc2c1 (stereo not drawn)	-10%
Cc1cc(C)n2nc(C(=O)OCC(=O)c3c[nH]c4ccccc34)nc2n1	1%
NS(=O)(=O)c1ccc(NC(=S)Nc2ccc(F)c(F)c2)cc1	2%
CC(=O)Nc1ccc(-c2ccnc(-c3ccc(NC(C)=O)cc3)n2)cc1	1%
CCC/C=C(\CCC)C(NS(=O)(=O)c1ccc(Cl)cc1)c1ccc(C(=O)OC)cc1 (stereo not drawn)	-1%
COc1cc(Cl)c(C)cc1NC(=O)CSCC#N	5%
C=CCNC(=O)c1c(Br)cnn1-c1ccc(C)cc1	-8%[57.5 µM]
CC(C)(C)c1cc(-c2ccccc2)no1	-13%[57.5 µM]
CCCCCCCCCCC[C@@H](C[C@@H]1OC(=O)[C@H]1CCCCCC)OC(=O)[C@H](CC(C)C)NC=O	5%[57.5 µM]
CC(C)C(=O)N1CCN(c2ccc([N+](=O)[O-])c(NC(C)c3ccccc3)c2)CC1 (stereo not drawn)	5%

Ordered by count of non-hydrogen atoms (rising): some entries from above.
SMILES	ERK EGF block
CCN(CC)C(=O)c1cccc(C)c1	27%
CC(C)(C)c1cc(-c2ccccc2)no1	-13%[57.5 µM]
NS(=O)(=O)c1ccc(NC(=S)Nc2ccc(F)c(F)c2)cc1	2%
CCN(CC)C(=O)c1cn(CCC#N)nc1-c1ccc(F)cc1	-5%
O=C(Nc1ccccc1)c1ccc(=O)n(Cc2ccc(F)c(F)c2)c1	8%
CCC/C=C(\CCC)C(NS(=O)(=O)c1ccc(Cl)cc1)c1ccc(C(=O)OC)cc1 (stereo not drawn)	-1%

Returning to the listing, starting 6 compounds before the break.
SMILES	ERK EGF block
CCC/C=C(\CCC)C(NS(=O)(=O)c1ccc(Cl)cc1)c1ccc(C(=O)OC)cc1 (stereo not drawn)	-1%
COc1cc(Cl)c(C)cc1NC(=O)CSCC#N	5%
C=CCNC(=O)c1c(Br)cnn1-c1ccc(C)cc1	-8%[57.5 µM]
CC(C)(C)c1cc(-c2ccccc2)no1	-13%[57.5 µM]
CCCCCCCCCCC[C@@H](C[C@@H]1OC(=O)[C@H]1CCCCCC)OC(=O)[C@H](CC(C)C)NC=O	5%[57.5 µM]
CC(C)C(=O)N1CCN(c2ccc([N+](=O)[O-])c(NC(C)c3ccccc3)c2)CC1 (stereo not drawn)	5%
COc1ccccc1-c1ccc(Nc2cccc(C(F)(F)F)c2)nn1	-6%
Clc1ccc(COn2ccnc2)cc1Cl	-15%
CCCCC(c1nnnn1CC1CCCO1)N1CCN(c2ccccc2)CC1 (stereo not drawn)	-2%
CCc1ccc(N2CN=c3s/c(=C\c4ccccc4)c(=O)n3C2)cc1	-20%[57.5 µM]
O=S(=O)(/C=C/c1ccccc1)NC1CCCCCCC1	-2%
CCCCOC(=O)CSC1=C(C#N)C(c2cccnc2)C(C(=O)OCC)=C(c2ccccc2)N1 (stereo not drawn)	4%
Cc1ccc(-n2nnnc2-c2nc3ccccc3s2)cc1	5%
CC(=O)O[C@H]1CC2(C)[C@@H](C[C@@H](O)[C@H]3[C@@]4(C)CC[C@@H](O)[C@@H](C)[C@@H]4CC[C@@]32C)C1=C(CCC=C(C)C)C(=O)O (stereo partly drawn)	5%
COCC(=O)N/N=C(\C)CC(=O)NCc1ccco1	-4%
O=C(COc1ccccc1F)NCc1ccc(-n2cccc2)cc1	?
COc1ccc(-n2c(C)cc(C(=O)Cn3nc(C(=O)O)c4ccccc4c3=O)c2C)cc1	-6%
C=CCNCCOc1cccc(Br)c1	0%
CC1=C(C(=O)OCC(C)C)[C@]23C(=O)c4ccccc4[C@@]2(O1)OC(N)=C3C#N	4%
CC(C)(C)c1nnc2sc(SCC(=O)c3ccc4c(c3)OCCO4)nn2c1=O	-3%
COc1ccc(-c2ccccc2)cc1NCc1ccc(OC)c(OC)c1	-11%
COC(=O)C1=C(C)N=C2SCCC(=O)N2C1c1ccc(OC(=O)c2ccco2)cc1 (stereo not drawn)	5%
CC(O)CNCc1ccccc1C(F)(F)F (stereo not drawn)	0%[57.5 µM]
CCOC(=O)N1CCN(c2cc(NCCO)c([N+](=O)[O-])c3nonc23)CC1	0%
O=C1C2C(c3ccccc3)CC=CC2[C@H](c2ccc3ccccc3c2)N1Cc1ccccc1 (stereo partly drawn)	0%[57.5 µM]
O=C(CSc1nc2ccccc2o1)N/N=C/c1ccccc1	8%
CN(C)S(=O)(=O)c1ccc(NCC2COc3ccccc3O2)c([N+](=O)[O-])c1 (stereo not drawn)	1%
NC(=O)c1ccc(Nc2nnc(-c3ccc(O)cc3)c3ccccc23)cc1	0%
CCOC(=O)c1cnc2c(c(C)nn2C)c1Oc1ccc(OC)cc1	-10%[57.5 µM]
COc1ccc(N2C(=O)CC(N3CCN(c4nc5ccccc5s4)CC3)C2=O)cc1 (stereo not drawn)	9%
Cc1ccccc1C(=O)Nn1c(C)ccc1C	-5%
COCCNC(=O)c1cc(OC)c(OC)cc1[N+](=O)[O-]	-11%
C=C(C(C)=O)C(O)c1ccc(Cl)cc1 (stereo not drawn)	2%
CCOCCCNC(=O)C(NC(=O)c1ccc2c(c1)OCO2)c1ccccc1 (stereo not drawn)	-1%
C=CCNC(=S)Nc1cc(Cl)ccc1OC	2%
C=CC(C1=CC(=O)C(OC)=CC1=O)c1ccc(OC)cc1 (stereo not drawn)	?
O=C(Cn1c(C(F)(F)F)nc2ccccc21)N=Nc1c(O)[nH]c2ccc(Br)cc12	-9%
Cc1ccc(S(=O)(=O)Oc2ccc(/C=C(/NC(=O)c3ccccc3)C(=O)NC(C)C(=O)O)cc2)cc1 (stereo not drawn)	-13%[57.5 µM]
CCOc1ccc(-n2c(O)cc(=O)[nH]c2=O)cc1	?
COc1ccc(/C=C/C(=O)NCCCc2ccccc2)cc1	-8%
Cc1nn(-c2ccccc2)c(=O)c2ccccc12	-2%
CC(C)(C)c1ccc(OCC(=O)NNC(=O)C2CCCO2)cc1 (stereo not drawn)	-7%
CC1=NNC(=O)C1CC(=O)N/N=C/c1sccc1C (stereo not drawn)	-5%[57.5 µM]
O=C(Nc1sc2c(c1CN1CCOCC1)CCC2)c1ccc(F)cc1	-2%
O=C(N/N=C/c1cn(-c2ccccc2)nc1-c1cc2ccccc2o1)c1cccnc1	7.1µM*
CCCNCc1cc(OC)c(OCC(=O)NCCc2ccccc2)cc1Br	6%
Cc1ccc(C(C)C)c(OCC(=O)NNC(=O)C(C(C)C)N2C(=O)c3ccccc3C2=O)c1 (stereo not drawn)	3%
COc1ccccc1N1CC=C(c2cccc([N+](=O)[O-])c2)NC1=O	-10%[57.5 µM]
CCOC(=O)c1c(NC(=O)c2ccc(Cl)cc2)csc1C	3%
COCCCN1C(=O)/C(=C\c2cccs2)C(C(=O)OC)=C1C	?
CC(C)c1cccc2c([Si](C)(C)C)c3c(nc12)-c1cccc(=O)n1C3	?
O=C(Cc1ccccc1)Nn1c(-c2ccccc2F)nc2ccccc2c1=O	6%
Nc1cnc(-c2ccccc2)nc1Cl	1%
Cc1ccc(C2C3=C(CCCC3=O)Nc3c2c(C)nn3-c2ccccn2)o1 (stereo not drawn)	-4%
Cc1ccc(C)c(NC(=S)N(C)CCc2ccccn2)c1	8%
O=c1oc(-c2ccc([N+](=O)[O-])cc2)nc2ccccc12	9%
COc1ccc(CN2CCC(CO)(Cc3cccc(C(F)(F)F)c3)CC2)cc1Cn1cccn1	-4%
CCOC(=O)c1nnn(CC(=O)N2N=C(c3ccc(Cl)cc3)CC2c2ccccc2)c1C(=O)OCC (stereo not drawn)	8%
Cc1cc(OCC(=O)Nc2ccc(CN3CCCCC3)cc2)ccc1Cl	-6%
COc1ccccc1/C=C/C(=O)NCC(=O)N/N=C(\CCC(=O)O)c1ccccc1	10%
O=C(O)c1cccc(Nc2nc(C(F)(F)F)nc3ccccc23)c1	4%
CCC(=O)NC(=S)NNC(=O)COc1ccc(Br)cc1	-4%
CCOC(=O)C1=C(C)NC(SC)=NC1c1ccccc1 (stereo not drawn)	3%
Cc1nn(-c2ccccc2)c(C)c1/C=N/n1cnnc1	-1%
N[C@H]1CCN(O)C1=O	4%
Cc1cc2cc(C#N)c(N3CCN(S(C)(=O)=O)CC3)nc2cc1C	-9%

The list goes on:
SMILES	ERK EGF block
CCN1CCN(C(=S)Nc2cc(C(=O)OC)ccc2C(=O)OC)CC1	3%
NC(=O)C1(N2CCCCC2)CCN(C(=O)Nc2ccccc2C(F)(F)F)CC1	3%
Cc1cc(Br)c2c(c1)C(O)(N1CCCCC1C)C(=O)N2 (stereo not drawn)	10%
COc1ccccc1NS(=O)(=O)c1cc(NC(=O)c2cccs2)ccc1N1CCCCC1	8%
O=C(CCn1c(=S)oc2ccccc21)Nc1ccc(F)cc1	-4%
COC(=O)C1=NNC(C(=O)c2ccco2)C1c1ccc(OC)cc1 (stereo not drawn)	-1%
Cc1cccc(NC(=O)CSc2nc3c(oc4ccccc43)c(=O)n2-c2ccccc2)c1	4%
CC(C)c1ccc2c(c1)CCC1C(C)(C(N)=O)CCCC21C (stereo not drawn)	14%
O=C(CN1C(=O)C2CC=CCC2C1=O)NC1CCCCC1 (stereo not drawn)	-1%
S=C(NCc1ccncc1)NC1CCCCC1	-15%
COc1ccc(CN2C(=O)c3ccccc3C2=O)cc1C(=O)OC(C)C(=O)NC(N)=O (stereo not drawn)	2%
Cc1c(O)c(S(=O)(=O)c2ccccc2)c(=O)n(-c2ccccc2)c1-c1ccccc1	-11%
CC(=O)c1sc(-c2ccccc2)cc1N	4%[57.5 µM]
C[C@@H](C(=O)N1CCN(C(=O)OC(C)(C)C)CC1)n1cc(CCCN=C(NC(=O)OC(C)(C)C)NC(=O)OC(C)(C)C)nn1	2%[57.5 µM]
COc1cccc(NC(=O)C2CC2(c2cccc(OC)c2)c2cccc(OC)c2)c1 (stereo not drawn)	6%
CCC(=O)Nc1cccc2ccccc12	-5%
COc1ccc(CNC(=O)CCn2c(=O)oc3ccccc32)c(OC)c1	4%
COc1cc(/C=N/Nc2ccccc2[N+](=O)[O-])cc(OC)c1O	13%
Cc1cc(=O)[nH]c(/N=C(\N)Nc2ccc(Oc3ccccc3)cc2)n1	3%[57.5 µM]
Nc1ncn(CC(=O)c2ccccc2)n1	-9%
C/C(=N/NC(=O)Cc1cc(=O)[nH][nH]1)c1ccc([N+](=O)[O-])cc1	5%
CC1(C)Cc2c(sc3nc[nH]c(=O)c23)CO1	9%
CC(C)(O)C#Cc1ccc(CN2CCN(CCc3ccccc3)C(CCO)C2)s1 (stereo not drawn)	-1%
CN(C1CCCC1)C1CCN(C(=O)CNC(=O)/C=C/c2ccc(F)cc2)CC1	-4%
COc1ccc(-c2cn[nH]c2-c2ccc(OCc3ccc([N+](=O)[O-])cc3)cc2O)cc1OC	?
CCOc1ccc(NC(=S)N2CCC(N(C)CCN3CCOCC3)CC2)cc1	13%
Cc1ccc(C2NC(=O)CCC2[N+](=O)[O-])cc1 (stereo not drawn)	0%
Cn1c(N)c(C(=O)COC(=O)CNS(=O)(=O)c2ccc(Cl)c(Cl)c2)c(=O)n(C)c1=O	-10%
N=C1CCCN1c1ccccc1O	-9%[57.5 µM]
COc1ccc(C(=O)Nc2ccc3c(c2)OCCO3)cc1	7%
CC1=C(C(=O)OCC(C)C)C(c2ccc(Br)s2)NC(=O)N1 (stereo not drawn)	8%
CC(C)CN=Cc1c(O)c([N+](=O)[O-])cc2oc3c(c12)CCCC3	-7%
C=CCn1c(=O)c2c(nc(-c3ccc(S(=O)(=O)O)cc3)n2C)n(C)c1=O	0%
CC1(C)CC(=O)C(N=Nc2ccc(OC(F)F)cc2)=C(O)C1	-6%
COc1ccc(-c2ccc(N(C)C)cc2)cc1[C@H]1[C@H]2C=CC[C@@H](C)[C@@H]2C(=O)N1Cc1ccccc1	?
O=C1CCC2S/C(=C/Nc3ccc(C(F)(F)F)cc3)C(=O)N12 (stereo not drawn)	6%

Some of the entries so far, in CSV form:
Structure,ERK EGF block
CCN1CCN(C(=S)Nc2cc(C(=O)OC)ccc2C(=O)OC)CC1,3%
NC(=O)C1(N2CCCCC2)CCN(C(=O)Nc2ccccc2C(F)(F)F)CC1,3%
Cc1cc(Br)c2c(c1)C(O)(N1CCCCC1C)C(=O)N2 (stereo not drawn),10%
COc1ccccc1NS(=O)(=O)c1cc(NC(=O)c2cccs2)ccc1N1CCCCC1,8%
